Screening results deposited in PubChem BioAssay by National Center for Advancing Translational Sciences (NCATS).
GRP78 ERSR act = induces the endoplasmic reticulum stress response in human glioma cells. U87-MG GRP78 promoter luciferase reporter, 16 h. Potency, µM, for the others: top-dose activation, usual class: activators. actives 0.02% (n = 420,000). AID 602332; further: potency means the concentration at half of the fitted maximal effect; series mostly up to about 76 µM; % of control where 0% means no effect; nearly all actives have a fitted effect of over 35% in size
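Stably transfected U87-MG human glioma cells carrying a GRP78-based luminescent sensor were seeded at 1000 cells/well, pin-dosed with compounds and incubated 16 h. Luciferase reagent was then added, and end-point luminescence was read after 10 min at room temperature.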
LDHA block = LDHA (human) enzyme inhibition. P00338. purified LDHA, NADH/diaphorase-resazurin fluorescence; hits give low values. activity change, % (values are at about 110 or 230 µM). actives 0.15% (n = 480,000). AID 1347041; in the data active means activity change below about -30%; inconclusive means mostly about -25% to -30%;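 further: plate controls were DMSO wells for no effect and wells without enzyme for full effect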
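Human LDH5 at 2 nM final in Tris HCl pH 7.4 with 0.06 mM NADH and 0.2 mM pyruvate, reacted 5 minutes at room temperature. Remaining NADH coupled via diaphorase/resazurin; resorufin fluorescence read at 0 and 20 minutes, normalized to enzyme-free and DMSO wells.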
Vif-A3G inh = inhibitors of Vif-APOBEC3G interaction. AID 602310. actives 0.076% (n = 410,000). Potency, µM (top dose mostly 46.1 µM), without a hit: at the highest dose activity, negative = active, most hits filed as inhibitors. HeLa A3G-eYFP + Vif (tagged APOBEC3G with the HIV-1 protein that degrades it), YFP fluorescence, overnight;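 further: potency means the concentration at half of the fitted maximal effect; on the % scale 0 is the no-effect control and ±100 the full control effect; nearly all actives have a fitted effect of over 60% in size; hits raise eYFP signal because A3G escapes Vif-driven loss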
Target sequence (Q9HC16 whole entry, looked up): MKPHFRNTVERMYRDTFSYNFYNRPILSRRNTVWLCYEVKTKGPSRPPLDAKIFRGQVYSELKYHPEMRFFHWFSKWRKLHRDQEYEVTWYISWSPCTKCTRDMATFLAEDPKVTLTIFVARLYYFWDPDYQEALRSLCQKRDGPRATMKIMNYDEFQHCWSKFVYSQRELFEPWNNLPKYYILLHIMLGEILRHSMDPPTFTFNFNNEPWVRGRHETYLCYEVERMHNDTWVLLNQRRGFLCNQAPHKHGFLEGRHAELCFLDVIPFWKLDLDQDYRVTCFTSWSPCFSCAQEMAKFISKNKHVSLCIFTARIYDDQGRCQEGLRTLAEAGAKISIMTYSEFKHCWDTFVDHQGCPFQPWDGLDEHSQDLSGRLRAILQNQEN
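HeLa cells stably expressing Vif and C-terminally eYFP-tagged A3G, seeded overnight at 37 deg C, then exposed to compound by pintool overnight at 37 deg C. Rise in yellow fluorescence (Ex 488/Em 500-530, Acumen) marks blocked Vif-driven A3G degradation.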
* = called active by the depositor; ? = inconclusive; nt = not tested or not shown; & = joins results of further samples. Unless noted, the call rests on the fitted dose curve; in most records, active means well fitted curve in the direction sought with a large enough effect; inconclusive means small, poorly fitted or top-dose-only effect, or another doubt; inactive means no such curve, though single readings can be large; an effect the other way counts as inactive or inconclusive. This is a subset, so the mix of outcomes need not match the whole.

SMILES | GRP78 ERSR act | LDHA block | Vif-A3G inh
Nc1ccccc1-c1ccccc1 | nt | -6.0 | nt
O=C(NC(NC(c1ccccc1)C(Cl)Cl)C(Cl)(Cl)Cl)c1ccccc1 (stereo unspecified) | nt | -0.2 | nt
CCCCN1CC(C(=O)Nc2ccc(C(=O)Nc3ccc(C#N)c(Cl)c3)cc2)CC1=O (stereo unspecified) | nt | 2.1 | nt
COc1ccc(C2=NCC(=O)N(CC(=O)Nc3ccc(F)cc3)c3sc4c(c32)CCCC4)cc1 | nt | 9.8 | nt
COCCNC(=O)NC(=O)CCl | nt | -5.0 | nt
COC(=O)C1=C(C)N[C@]2(C)C[C@H]1c1ccccc1O2 | nt | -1.1 | nt
O=C(Nc1nc2ccccc2s1)C12CC3CC(CC(C3)C1)C2 | nt | 9.3 | nt
CCOC(=O)C1=C(N)OC(c2ccccc2)=C(C(=O)OCC)C12C(=O)Nc1ccc(Br)cc12 (stereo unspecified) | nt | 9.3 | nt
NC(N)=NC(N)=NCc1cccnc1 | nt | -9.2 | nt
CC12CC[C@H]3[C@@H](CCC4(O)CC(O)CCC34/C=N/O)C1(O)CCC2C1=CC(=O)OC1 (stereo partly specified) | nt | 0.9 | nt
CCN1CCN(C(=O)COc2ccc3c(=O)c(Oc4ccccc4)c(C)oc3c2)CC1 | nt | -13.1 | nt
Nc1ccc(Br)cc1C(=O)c1ccccc1Cl | nt | 0.7 | nt
CCNCCc1ccccc1 | nt | 7.6 | nt
O=C1CCCCC1CN1CCCCC1 (stereo unspecified) | -5.5% | 2.8 | nt
NC(Cc1ccc(N(CCCl)CCCl)cc1)C(=O)O (stereo unspecified) | -4.4%&-5.4% | 11.1 | nt
O=c1[nH]c2ccccc2n1C1CCN(C(c2cccs2)c2nnnn2Cc2ccccc2)CC1 (stereo unspecified) | 3.6% | -5.1 | -8.6%
S=C(NCCc1ccccc1)N1Cc2cc(N3CCOCC3)ccc2-n2nncc2C1 | -1.6% | -1.2 | -8.0%
O=[N+]([O-])c1nccn1CC(O)CN1CC1 (stereo unspecified) | -3.7% | 2.6 | 2.9%
CCC(c1nnnn1C1CCCC1)N1CCC2(CC1)C(=O)NCN2c1ccccc1 (stereo unspecified) | -5.0% | -14.0 | -0.7%
O=C1NCc2c1c1c3ccccc3[nH]c1c1[nH]c3ccccc3c21 | ? | -5.0 | -4.4%
COc1ccc(-n2nnnc2C(CCc2ccccc2)N2CCC(n3c(=O)[nH]c4ccccc43)CC2)cc1 (stereo unspecified) | -12.1% | -10.5 | -22.8%
COc1ccc(-n2nnnc2C(c2ccccc2OC(F)(F)F)N2CCC3(CC2)C(=O)NCN3c2ccccc2)cc1 (stereo unspecified) | 4.7% | -8.4 | -3.6%
COc1ccc(-n2nnnc2C(C2CC2)N2CCC3(CC2)C(=O)NCN3c2ccccc2)cc1 (stereo unspecified) | -3.4% | -13.2 | -2.9%
CN(C)c1ccc(N=O)cc1 | -4.6% | 13.0 | -26.0%
CCC1(c2ccc(C)cc2)C(=O)NC(=S)NC1=O | -3.3% | -1.4 | 1.0%
Cc1ccc(CN2Cc3ccc(Br)cc3-n3nncc3C2)cc1 | -2.9% | -0.3 | -7.9%
N#CC1c2ccccc2-n2nncc2CN1C(=O)c1ccccc1F (stereo unspecified) | 1.6% | -0.5 | 0.6%
O=C(Oc1ccc([N+](=O)[O-])cc1)N1CCN(/[N+]([O-])=N/Oc2ccc([N+](=O)[O-])cc2[N+](=O)[O-])CC1 | -11.6% | 0.7 | -11.9%
COc1ccc(-n2nnnc2C(c2ccnc3ccccc23)N2CCC(n3c(=O)[nH]c4ccccc43)CC2)cc1 (stereo unspecified) | -3.0% | -3.4 | -6.5%
Fc1cccc(-c2ccc3c(c2)CN(c2cccc(Cl)c2)Cc2cnnn2-3)c1 | 8.7% | -16.0 | -7.0%
Cc1cccc(C)c1-n1nnnc1C(c1ccccc1)N1CCC2(CC1)C(=O)NCN2c1ccccc1 (stereo unspecified) | -1.6% | -11.2 | -4.0%
CCOC(=O)CNC(=O)N1Cc2cc(N3CCOCC3)ccc2-n2nncc2C1 | -0.4% | -2.8 | -2.2%
ClCCN(CCCl)c1ccc(C=Nc2ccncc2)cc1 | -1.8% | -3.7 | -8.0%
CSCCC(c1nnnn1C1CCCC1)N1CCC(n2c(=O)[nH]c3ccccc32)CC1 (stereo unspecified) | -0.8% | 0.4 | -4.3%
Brc1ccc2c(c1)CN(CC1CCCCC1)Cc1cnnn1-2 | -2.2% | -2.8 | -2.9%
CC(C)(C)n1nnnc1C(c1ccnc2ccccc12)N1CCC2(CC1)C(=O)NCN2c1ccccc1 (stereo unspecified) | -3.8% | -7.2 | -2.6%
O=C1NCN(c2ccccc2)C12CCN(C(c1cc3ccccc3o1)c1nnnn1C1CCCCC1)CC2 (stereo unspecified) | 0.0% | 3.0 | -13.5%
CC(C)(C)n1nnnc1C(CCc1ccccc1)N1CCC(n2c(=O)[nH]c3ccccc32)CC1 (stereo unspecified) | -9.8% | -2.8 | -5.9%
O=C(NC1CCCCC1)N1Cc2cc(N3CCCCC3)ccc2-n2nncc2C1 | -2.6% | -1.4 | -3.4%
C=CCN1Cc2ccccc2-n2nncc2C1 | -3.2% | -4.2 | -1.4%
ClCCN(CCCl)c1ccc(/C=C/c2ccnc3ccccc23)cc1 | 2.7% | 2.0 | ?
COc1ccc(C(c2nnnn2-c2ccc(OC)cc2)N2CCC(n3c(=O)[nH]c4ccccc43)CC2)cc1 (stereo unspecified) | -1.4% | -3.1 | -10.5%
CC(C)(C)C(=O)N1Cc2cc(N3CCCCC3)ccc2-n2nncc2C1 | 1.7% | -5.7 | -1.8%
NC(Cc1ccc(Cl)cc1)c1csc(Nc2cnccn2)n1 (stereo unspecified) | -5.3% | -22.3 | -263.4%
COc1ccc(-n2nnnc2C(CCSC)N2CCC3(CC2)C(=O)NCN3c2ccccc2)cc1 (stereo unspecified) | -3.1% | -9.1 | -3.3%
[O]=[Sb]([OH])([OH])[c]1ccccc1 | -2.2% | -38.3* | 0.5%
O=C1NCN(c2ccccc2)C12CCN(C(c1ccnc3ccccc13)c1nnnn1C1CCCCC1)CC2 (stereo unspecified) | -4.5% | -1.7 | 1.6%
Cc1cccc(C)c1-n1nnnc1C(c1cccc2ccccc12)N1CCC(n2c(=O)[nH]c3ccccc32)CC1 (stereo unspecified) | -5.1% | -10.9 | -0.8%
O=C(O)c1cc[c]([Sb](=[O])([OH])[OH])cc1[N+](=O)[O-] | -5.4% | -5.3 | 0.7%
c1cc2c(cc1N1CCOCC1)CNCc1cnnn1-2 | 2.3% | -1.4 | 0.2%
COC1CC2C=C(C)C=CC=CC(=O)NC(c3ccccc3)CC=CCCC(O)CC(=O)C2=C1O (stereo unspecified) | -11.5% | -0.1 | 0.2%
Cc1cccc(C)c1-n1nnnc1C(c1cccs1)N1CCC(n2c(=O)[nH]c3ccccc32)CC1 (stereo unspecified) | -2.4% | -11.6 | -4.7%
COc1ccc(-n2nnnc2C(c2cccs2)N2CCC3(CC2)C(=O)NCN3c2ccccc2)cc1 (stereo unspecified) | -1.9% | -2.7 | -6.0%
O=S(=O)(c1ccc(Cl)cc1)N1Cc2cc(Br)ccc2-n2nncc2C1 | -4.6% | -3.5 | 0.6%
Cc1nc2ccccn2c1P(=S)(c1ccccc1)c1ccccc1 | 0.5% | -4.5&-3.3 | -19.3%
CN[C@@H](C)[C@H](O)c1ccccc1 | -2.6% | -2.7 | 0.1%
O=C1NCN(c2ccccc2)C12CCN(C(c1ccccc1)c1nnnn1-c1ccc3c(c1)OCCO3)CC2 (stereo unspecified) | -4.2% | -3.1 | -5.2%
CC(C)(C)C(=O)N1Cc2cc(-c3cccc(F)c3)ccc2-n2nncc2C1 | -4.1% | -7.6 | -0.3%
CCc1nn2c(=O)c(F)c(N3CCNCC3)nc2s1 | -5.3% | -5.4&-11.2 | -2.0%
COc1ccc(-c2ccc3c(c2)CN(C(=O)C(C)(C)C)Cc2cnnn2-3)cc1 | 1.2% | -11.9 | -2.3%

Continued:
SMILES | GRP78 ERSR act | LDHA block | Vif-A3G inh
CC[C@H](C)[C@@H]1NC(=O)CNC(=O)c2csc(n2)[C@H](C(C)(C)O)OC(=O)C(C)(C)[C@H](CCCC(C)(Cl)Cl)OC(=O)c2csc1n2 | -6.2% | 1.9 | -22.3%
NCC(=O)c1ccc2ccccc2c1 | -4.1% | 0.3 | -0.6%
O=[N+]([O-])c1cc(C(F)(F)F)c(Cl)c([N+](=O)[O-])c1Nc1ncc(C(F)(F)F)cc1Cl | -11.5% | 7.8 | -17.5%
COc1ccc(-c2ccc3c(c2)CN(C(=O)NC2CCCCC2)Cc2cnnn2-3)cc1 | 2.7% | -3.1 | -18.0%
CCC(c1nnnn1-c1ccc2c(c1)OCCO2)N1CCC(n2c(=O)[nH]c3ccccc32)CC1 (stereo unspecified) | -6.5% | -2.1 | -18.6%
COc1ccc(C(c2nnnn2C2CCCCC2)N2CCC3(CC2)C(=O)NCN3c2ccccc2)cc1 (stereo unspecified) | -5.4% | -10.5 | -5.7%
NC(Cc1ccccc1)c1csc(Nc2ccccn2)n1 (stereo unspecified) | -3.8% | -12.7 | ?

As entered above.
NC(Cc1ccccc1)c1csc(Nc2ccccn2)n1 (stereo unspecified) @ LDHA block: -12.7
COc1ccc(C(c2nnnn2C2CCCCC2)N2CCC3(CC2)C(=O)NCN3c2ccccc2)cc1 (stereo unspecified) @ GRP78 ERSR act: -5.4%

Entries above containing a Cl atom, in the order listed:
SMILES | GRP78 ERSR act | LDHA block | Vif-A3G inh
O=C(NC(NC(c1ccccc1)C(Cl)Cl)C(Cl)(Cl)Cl)c1ccccc1 (stereo unspecified) | nt | -0.2 | nt
CCCCN1CC(C(=O)Nc2ccc(C(=O)Nc3ccc(C#N)c(Cl)c3)cc2)CC1=O (stereo unspecified) | nt | 2.1 | nt
COCCNC(=O)NC(=O)CCl | nt | -5.0 | nt
Nc1ccc(Br)cc1C(=O)c1ccccc1Cl | nt | 0.7 | nt
NC(Cc1ccc(N(CCCl)CCCl)cc1)C(=O)O (stereo unspecified) | -4.4%&-5.4% | 11.1 | nt
Fc1cccc(-c2ccc3c(c2)CN(c2cccc(Cl)c2)Cc2cnnn2-3)c1 | 8.7% | -16.0 | -7.0%
ClCCN(CCCl)c1ccc(C=Nc2ccncc2)cc1 | -1.8% | -3.7 | -8.0%
ClCCN(CCCl)c1ccc(/C=C/c2ccnc3ccccc23)cc1 | 2.7% | 2.0 | ?
NC(Cc1ccc(Cl)cc1)c1csc(Nc2cnccn2)n1 (stereo unspecified) | -5.3% | -22.3 | -263.4%
O=S(=O)(c1ccc(Cl)cc1)N1Cc2cc(Br)ccc2-n2nncc2C1 | -4.6% | -3.5 | 0.6%
CC[C@H](C)[C@@H]1NC(=O)CNC(=O)c2csc(n2)[C@H](C(C)(C)O)OC(=O)C(C)(C)[C@H](CCCC(C)(Cl)Cl)OC(=O)c2csc1n2 | -6.2% | 1.9 | -22.3%
O=[N+]([O-])c1cc(C(F)(F)F)c(Cl)c([N+](=O)[O-])c1Nc1ncc(C(F)(F)F)cc1Cl | -11.5% | 7.8 | -17.5%
